# High-throughput results from PubChem BioAssay.
# GalR3 antag – blocks the human galanin receptor 3; 360,000 tested, 0.44% active; HEK293 GalR3-CNG cAMP membrane potential fluorescence; galR3 body fused to GalR1 C-terminus; inhibition, % at 3 µM;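 active = inhibition above the screen-wide average plus 3 SD, cut at about 13% in these data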;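 note: forskolin and galanin both at EC90 stimulate the cells; cAMP rise reported by CNG channel membrane potential dye signal; 0% = forskolin plus galanin with DMSO and 100% = forskolin alone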
# Target sequence (O60755 1-299 limits assumed): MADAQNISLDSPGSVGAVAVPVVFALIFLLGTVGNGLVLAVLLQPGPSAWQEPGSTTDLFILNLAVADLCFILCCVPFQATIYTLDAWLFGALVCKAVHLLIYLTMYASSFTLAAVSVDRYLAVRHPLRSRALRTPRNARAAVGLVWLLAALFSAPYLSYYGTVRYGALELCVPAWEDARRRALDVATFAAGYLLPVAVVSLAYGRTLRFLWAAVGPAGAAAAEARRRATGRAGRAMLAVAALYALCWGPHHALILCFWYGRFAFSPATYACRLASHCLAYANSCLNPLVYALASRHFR
# The depositor's hits bear a star.
SMILES | GalR3 antag
Cc1ccn2c(CC(C)(C)C)c(-c3ccc(F)cc3)nc2c1 | -6
CCCCn1nnnc1C1(C)CCC(=O)N1c1ccc(N2CCOCC2)cc1 (stereo not drawn) | -3
Cc1cccc(C)c1NC(=O)NS(=O)(=O)c1ccccc1 | -6
C[C@H]1CN([C@@H](C)CO)C(=O)CCCn2cc(nn2)CO[C@@H]1CN(C)C(=O)Nc1cccc(C(F)(F)F)c1 | -6
COC(=O)C1=C(C)N(Cc2ccc(C(F)(F)F)cc2)C(=NCc2ccccc2)NC1c1ccccc1C(F)(F)F (stereo not drawn) | 1
Cc1ccccc1Oc1ccc2c(c1)[C@@H]1C[C@H](N(C)C(=O)c3cccnc3)[C@H]([C@H](C)O)C(=O)N1CC2 | -5
CN1C[C@@H]2[C@@H]3C(=O)N(Cc4ccccc4)C(=O)[C@@H]3[C@](Cc3ccccc3)(C1=O)N2C(=O)c1ccccc1 | -4
COCC(=O)N1CCN(C(=O)C(=O)c2cccc(C(F)(F)F)c2)CC1 | -3
Cn1ncc2c(NCCc3ccccc3)nc(Cl)nc21 | -4
CCN(CC)C(=O)c1cccc(-c2csc(C(C)(O)c3ccccc3)n2)c1 (stereo not drawn) | -3
CCOC(=O)C1(CCOC)CCCCC1=O (stereo not drawn) | -5
COc1ccc(C(=O)NCC(=O)OCc2c(Cl)cccc2Cl)cc1OC | -1
COc1ccc([C@H]2N[C@]3(CCCN(Cc4ccc(C)cc4)C3=O)[C@H]3C(=O)N(Cc4ccccc4)C(=O)[C@@H]23)cc1 | -8
O=C1CCCC(=O)N1CCCCCCN1C(=O)CCCC1=O | -4
CCOc1ccccc1CN1[C@@H](c2ccc(OC)cc2)CC(C(=O)OC)(C(=O)OC)[C@H]1c1ccccc1 | -4
COc1ccccc1CNc1nc(Nc2ccc(C)cc2C)c2sccc2n1 | -11
O=C(CCc1c[nH]c2ccccc12)N1CCN(S(=O)(=O)c2ccc(F)cc2)CC1 | 1
CCOC(=O)c1cc(-c2sc(NC(=O)c3ccccc3)nc2C)n(Cc2ccccc2)n1 | -9
CC(=CC(=O)c1ccccc1)c1ccccc1 | -2
CCOC(=O)C1=C[C@@H](C(C)(C)C)N(S(=O)(=O)c2ccccc2C)[C@H]1c1ccc(Cl)cc1 | -5
COc1ccc(NS(=O)(=O)c2cccc(C(=O)N/N=C/c3ccccc3OC)c2)cc1 | -5
CC(=O)Nc1ccc(/C(N=Nc2ccccc2)=N/N=C(N)N)cc1 | -6
Cc1cc(NC(=O)COC(=O)CCn2c(C)csc2=O)c([N+](=O)[O-])cc1C | -8
COc1ccc(-c2nn(-c3ccccc3)cc2CNC[C@H]2O[C@@H](n3ccc(=O)[nH]c3=O)[C@H](O)[C@@H]2O)cc1 | -5
CNc1nc(Oc2cccc(F)c2)c2sccc2n1 | -9
CC(C)NC(=O)c1cc(C2CCCCN2C(=O)OCCF)on1 (stereo not drawn) | 2
CSc1ccc(Cn2c(C)c(C(=O)NCc3cccs3)sc2=O)cc1 | -5
Cc1ccc(CN2C(=O)CCC2(C)c2nnnn2-c2c(C)cccc2C)cc1 (stereo not drawn) | 1
CCOC(=O)/C(=C\Nc1ccc(OCc2ccccc2)cc1)NC(=O)c1ccccc1 | -9
OC[C@@H]1[C@@H](c2ccc(F)cc2)C(c2ccccc2)=NN1c1ccccc1 | -6
O=C(Cc1cccc(NC(=O)C2CCCN(C(=O)C3CCC3)C2)c1)Nc1cccc(C(=O)N2CCOCC2)c1 (stereo not drawn) | 10
COC(=O)[C@]12C[C@H](CC(=O)NCc3ccc(OC)c(OC)c3)C(=O)N(CCC3=CCCCC3)C1=C[C@H](COCc1ccccc1)O[C@@H]2C | -6
COc1cccc(C(=O)NC2CC3CCCC(C2)N3Cc2ccc(F)cc2)c1 (stereo not drawn) | -6
CC[C@]12c3[nH]c4ccc(OC)cc4c3CCN1C(=O)C(CC(=O)NC/C=C(\C)CCC=C(C)C)C[C@@H]2C(=O)N1CCN(C(=O)C2CC2)CC1 (stereo partly drawn) | -9
COc1ccc(C(=O)N2CCC(C)(C(=O)O)C2)c(OC)c1 (stereo not drawn) | -6
COC[C@@H]1CCCN1c1ccc2c(c1)O[C@H](COCc1ccccc1)CN([C@H](C)c1ccccc1)S2(=O)=O | -7
C=CCn1c(Cn2c(-c3cnccn3)nc3ccccc32)nc2ccccc21 | -5
CCC(=O)N1CCc2cc(Br)c(S(=O)(=O)CCC(=O)NCCOC)cc21 | -8
Cc1onc(-c2ccccc2)c1C(=O)N1CCN(C(=O)C(=O)c2cccc(C(F)(F)F)c2)CC1 | -5
CC(=O)Nc1ccc(SCC(=O)NC(=O)c2ccc(Cl)cc2)cc1 | -8

# Exported as labelled records: two of the compounds above
CCOC(=O)/C(=C\Nc1ccc(OCc2ccccc2)cc1)NC(=O)c1ccccc1
  GalR3 antag: -9
OC[C@@H]1[C@@H](c2ccc(F)cc2)C(c2ccccc2)=NN1c1ccccc1
  GalR3 antag: -6

# 5 of the entries above in order of the GalR3 antag value, smallest number first.
canonical_smiles	GalR3 antag
CC[C@]12c3[nH]c4ccc(OC)cc4c3CCN1C(=O)C(CC(=O)NC/C=C(\C)CCC=C(C)C)C[C@@H]2C(=O)N1CCN(C(=O)C2CC2)CC1 (stereo partly drawn)	-9
CCC(=O)N1CCc2cc(Br)c(S(=O)(=O)CCC(=O)NCCOC)cc21	-8
COc1cccc(C(=O)NC2CC3CCCC(C2)N3Cc2ccc(F)cc2)c1 (stereo not drawn)	-6
COc1ccc(NS(=O)(=O)c2cccc(C(=O)N/N=C/c3ccccc3OC)c2)cc1	-5
CC(C)NC(=O)c1cc(C2CCCCN2C(=O)OCCF)on1 (stereo not drawn)	2

# Later entries
SMILES | GalR3 antag
O=C1CCC(CCc2nc3ccccc3[nH]2)(c2ccccc2)C(=O)N1 (stereo not drawn) | -6
CCN(C(=O)COC(=O)C1=COCCO1)c1c(N)n(Cc2ccccc2)c(=O)[nH]c1=O | -3
CCN(CC)CCSC(=O)C(c1ccccc1)c1ccccc1 | -5
COCCNC(=O)C1CCCN(Cc2cccc(C#N)c2)CC1 (stereo not drawn) | -3
O=C(NCc1ccc(F)cc1)c1cc(C2CCCN(C(=O)c3ccc4c(c3)CCO4)C2)on1 (stereo not drawn) | -7
COc1ccc(C(C)(O)c2nc(-c3cccc(F)c3)cs2)cc1 (stereo not drawn) | -5
Cc1ccc(C(=O)N2CCCC2(C)C(=O)NCC(C)C)cc1F (stereo not drawn) | -8
O=C(COC(=O)/C=C/c1ccc(F)cc1)NC(=O)NCc1ccccc1 | -8
C=CCN1C(=O)C(=Cc2ccc3c(c2)CCC3)SC1=S | -5
COc1ccc(C(=O)CC(C(=O)O)c2ccc3c(c2)OCO3)cc1OC (stereo not drawn) | -4
CCOC(=O)[C@]12CCCC=C1N(CCc1ccc(OC)c(OC)c1)C(=O)[C@H](CC(=O)N1CCCCC1)C2 | -6
Cc1ccc(N(O)C(C)(C)C)cc1 | -7
CC(C)(C)c1ccc(C(=O)NC(=O)COC(=O)c2ccco2)cc1 | -7
CC(C)C[C@@H]1O[C@H](CCc2ccccc2)CC2=C1C(=O)OC(C)(C)O2 | -2
Brc1ccc(COCCc2cn(Cc3ccccc3)c3ccccc23)cc1 | 3
Cc1cc(-c2ccc(NS(=O)(=O)c3ccccc3)c(C)c2)ccc1NS(=O)(=O)c1ccccc1 | -3
O=C(CCl)N1c2ccccc2Sc2c1ccc1ccccc21 | 7
CCCc1c(-c2cccc(Br)c2)ncn1CCc1ccccc1OC | -7
Clc1ccc(CN2CCN(c3ncc(Cc4ccccc4)cn3)CC2)cc1 | -2
CCCN1CCN(C(=O)Cn2nc(C)n3c(cc4c(OC)cccc43)c2=O)CC1 | -1
CCc1nc2ccc(C(=O)N3CCN(S(=O)(=O)CC)CC3)cn2c1N(CC)CCN(C)C | -7
COc1ccc(CN(C)C(=O)c2cc(-c3ccccc3)nc3ccc(C)cc23)c(OC)c1 | -4
COc1cccc(CNC(=O)[C@H]2CCCN2C(=O)[C@H]2CCCN2C(=O)c2ccc(C)c(C)c2)c1 | -7
Nc1ccn([C@@H]2O[C@H](C(=O)N[C@H](COC=O)Cc3ccccc3)[C@@H](O)[C@H]2O)c(=O)n1 | -7
C=CC(=O)N1C/C(=C/c2ccc(Cl)cc2)C(=O)/C(=C\c2ccc(Cl)cc2)C1 | -3
CC1(C(=O)NS(=O)(=O)c2ccccc2)CCN1C(=O)Cc1ccc(-c2ccccc2)cc1 (stereo not drawn) | 0
COc1ccccc1CC1(C)C(=O)Nc2c(Cl)cccc21 (stereo not drawn) | -6
CCOC(=O)C1=CN(Cc2ccco2)S(=O)(=O)N(CC)C1c1cccc(OC)c1 (stereo not drawn) | -5
CSc1ncnc2c1ncn2CCCNCCc1ccccn1 | -5
Cc1ccc(SCc2c(C(=O)N/N=C/c3ccco3)nnn2-c2nonc2N)cc1 | -8
COc1cc(C=NOC(=O)Nc2ccccc2)cc(OC)c1OC | -1
COc1cc2cc(C)c(Br)c(OC)c2cc1OC | 0
C[C@@H]1CCCCO[C@H](CN(C)Cc2ccc(C(=O)O)cc2)[C@H](C)CN([C@@H](C)CO)C(=O)c2cc(NC(=O)Nc3ccc(C(F)(F)F)cc3)ccc2O1 | 1
COc1cc(/C=C/CNC[C@H]2O[C@@H](n3cnc4c(=O)[nH]c(N)nc43)[C@H](O)[C@@H]2O)ccc1O | -3
CCc1nc2ccc(C(=O)NCc3ccccc3OC)cn2c1N(C)Cc1ccc(OC)cc1 | -5
C[C@@H]1CN([C@H](C)CO)C(=O)CCCn2nncc2CO[C@H]1CN(C)S(=O)(=O)c1ccc(Oc2ccccc2)cc1 | -3
COc1ccccc1CN(C)CC(=O)Nc1cccc(S(=O)(=O)N2CCCCC2)c1 | -4
CCCNC(=O)C1(C)CCN(Cc2ccc(-c3ccccn3)cc2)C1 (stereo not drawn) | 1
COc1ccc2[nH]c3c(c2c1)CCN1C(=O)C(CC(=O)NCCN2CCOCC2)C[C@H](C(=O)N2CCCCC2)[C@@]31CCc1ccccc1 (stereo partly drawn) | -3
CC1(C(=O)NC2CCN(Cc3ccccc3)CC2)CCN1CCc1ccccc1 (stereo not drawn) | -6
COc1ccc(CNC(=O)C[C@H]2C[C@H](C(=O)N3CCOCC3)[C@@]3(C)c4[nH]c5cc(CCC(=O)N(C)C)ccc5c4CCN3C2=O)cc1OC | -3
CCOCC(=O)NC1CCc2cc(OC)c(OC)c(OC)c2-c2ccc(SC)c(=O)cc21 (stereo not drawn) | -2
CCCCCCCCN1C(=O)[C@@H](CC(=O)NCCCN2CCCC2=O)C[C@@]2(C(=O)OC)C1=C[C@H](C(C)(C)C)O[C@@H]2C | -7
Fc1cccc(Cc2c(-c3cccc(Cl)c3)nc3ccc(Br)cn23)c1 | -2
COc1ccccc1-c1ccc([C@@H]2C[C@H]3[C@H](CON3C)CN2C(=O)c2ccc(-c3ccccc3)cc2)cc1 | -9
Cc1ccc2nc(-c3ccc(C#N)cc3)c(Cc3ccccc3C(F)(F)F)n2c1 | -9
CC(C)C[C@@H](CNCC(=O)[C@H](CC(C)C)NC(=O)c1[nH]cnc1C(=O)N[C@@H](C)CN)NC(=O)c1nc[nH]c1C(=O)N[C@@H](C)C(=O)O | -4
COc1cc(OC)cc(C(=O)NCC2CCN(C(=O)C(=O)c3cccs3)CC2)c1 | 4
Cc1cc(S(=O)(=O)NC[C@H]2O[C@@H](n3ccc(N)nc3=O)[C@H](O)[C@@H]2O)c(C)s1 | -6
Cc1ccc(CN(C)C(=O)CCNC(=O)c2ccc(Cl)cc2)o1 | -7
C(=NN1CCCCCC1)c1ccc2c(c1)OCO2 | -3
O=C1NC[C@@H](CCCCN2CCN(CCC3CCCCC3)C(=O)C2=O)N(CCC2CCCCC2)C1=O | -8
O=C(O)c1cscc1Cc1cccs1 | 0
NC1(C(=O)O)CCCCC1c1ccccc1 (stereo not drawn) | -9
COc1cc(C)ccc1OCc1cc(C(=O)NC(c2ccccn2)C(F)(F)F)no1 (stereo not drawn) | -5
O=C(c1[nH]c(C(F)(F)F)nc1-c1ccccc1)N1CCN(C/C=C/c2ccccc2)CC1 | -2
O=C1NC(Cc2ccc(O)cc2)c2nc3cc(F)c(F)cc3c(=O)n2-c2cc3ccccc3cc21 (stereo not drawn) | -2
CC1=C(C(=O)N(C)C)CC(CC(=O)NC(c2ccccc2)c2ccccc2)C(=O)N1CCC1=CCCCC1 (stereo not drawn) | -9
CCOc1ccc(N2CC(C(=O)Nc3cccc(S(=O)(=O)N4CCOCC4)c3)CC2=O)cc1 (stereo not drawn) | -5
COc1ccc(S(=O)(=O)N2CCCCC2)cc1NC(=O)CCC(=O)N1CCC(c2ccccc2)=N1 | 5

# (continued)
SMILES | GalR3 antag
CN(c1cc2c(c3c1ccn3C)C1CCC2C1)C1CCCCC1 (stereo not drawn) | -5
CN(C)C1CN(Cc2cn(Cc3ccc(F)cc3)nn2)S(=O)(=O)C1 (stereo not drawn) | 1
COc1ccc(NC(=O)c2cc(C3CCCCN3S(=O)(=O)c3ccc(F)cc3F)on2)c(C)c1 (stereo not drawn) | -5
Cc1ccccc1Oc1ccc2c(c1)[C@@H]1C[C@H](N(C)C(=O)Nc3cc(Cl)cc(Cl)c3)[C@H]([C@H](C)O)C(=O)N1CC2 | -3
CC1(C(=O)NS(=O)(=O)c2ccccc2)CCN1C(=O)C1(c2ccc(Cl)cc2)CC1 (stereo not drawn) | -6
COC(=O)[C@]12C[C@H](CC(=O)NCc3cccc(C(F)(F)F)c3)C(=O)N(Cc3ccc4c(c3)OCO4)C1=C[C@H](COCc1ccccc1)O[C@@H]2C | -5
COc1nc(NC2OC(CO)C(O)C(O)C2O)c(N)c(=O)[nH]1 (stereo not drawn) | -1
Nc1[nH]c(C(=O)c2ccccc2)c(-c2ccccc2C(F)(F)F)c1C(=O)NCCc1cccs1 | -4
CC1CCC2(CC1)NC(=O)N(NC(=O)c1ccc(OC(C)C)cc1)C2=O (stereo not drawn) | -5

# The list is partial; rates above refer to the full screens.
